Compound activity: PubChem, several laboratories
TNAP inh hi DEA – blocks human TNAP under high phosphate acceptor concentration; inhibition, % at 20 µM; P05186; 0.03% of 200,000 active; purified TNAP, CDP-star luminescence, 1 M DEA;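 active = over 50% inhibition of tissue-nonspecific alkaline phosphatase at 20 µM in the single-dose screen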;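 also: plate controls were DMSO wells for no effect and EDTA-quenched wells as full inhibition for full effect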
Target sequence (P05186 whole entry, looked up): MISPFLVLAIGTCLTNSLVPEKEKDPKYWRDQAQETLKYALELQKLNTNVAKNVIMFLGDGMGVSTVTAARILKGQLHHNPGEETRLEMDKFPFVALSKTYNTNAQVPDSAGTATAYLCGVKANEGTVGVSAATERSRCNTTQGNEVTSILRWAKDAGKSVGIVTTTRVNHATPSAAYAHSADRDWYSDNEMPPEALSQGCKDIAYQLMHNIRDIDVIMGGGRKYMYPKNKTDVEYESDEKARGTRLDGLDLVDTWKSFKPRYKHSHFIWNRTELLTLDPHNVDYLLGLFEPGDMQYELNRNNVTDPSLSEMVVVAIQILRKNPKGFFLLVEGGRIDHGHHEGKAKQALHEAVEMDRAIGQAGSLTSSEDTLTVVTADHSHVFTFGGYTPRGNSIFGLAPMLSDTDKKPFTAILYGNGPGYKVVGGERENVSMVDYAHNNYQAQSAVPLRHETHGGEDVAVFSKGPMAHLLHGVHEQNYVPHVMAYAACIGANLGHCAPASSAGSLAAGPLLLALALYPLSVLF
TNAP inh no acc – blocks human TNAP activity with no phosphate acceptor present; AID 1012; P05186; inhibition, % at 20 µM; 0.26% of 200,000 active; purified TNAP, CDP-star luminescence, 30 min;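 active = tissue-nonspecific alkaline phosphatase inhibition above about 50% at 20 µM in the single-dose screen, limit read from the data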;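 also: 0% = DMSO negative control and 100% = EDTA positive control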
bIAP inh – intestinal alkaline phosphatase (bovine) inhibition; 190,000 tested, under 10 active; inhibition, % at 20 µM; purified bovine IAP, CDP-star luminescence, 30 min;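 active = over 50% inhibition of intestinal alkaline phosphatase at 20 µM in the single-dose screen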
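Assay system – bovine IAP enzyme · Quantity – bovine IAP at 1/65,000,000 final dilution · Detection – CDP-star luminescence signal · Times – 30 min reaction at room temperature · Also added – CDP-star substrate at 30 µM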
PMI act hi M6P – activators of human phosphomannose isomerase at near-saturating mannose 6-phosphate | 0.34% of 190,000 active | activation factor at 20 µM | P34949 | coupled PMI enzyme assay, resazurin fluorescence, 20 min; hits give high values; 1 = untreated enzyme, 0 = substrate-free blank | AID 1216;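 active = activation factor of 2 or more at 20 µM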
Target sequence (P34949 whole entry, looked up): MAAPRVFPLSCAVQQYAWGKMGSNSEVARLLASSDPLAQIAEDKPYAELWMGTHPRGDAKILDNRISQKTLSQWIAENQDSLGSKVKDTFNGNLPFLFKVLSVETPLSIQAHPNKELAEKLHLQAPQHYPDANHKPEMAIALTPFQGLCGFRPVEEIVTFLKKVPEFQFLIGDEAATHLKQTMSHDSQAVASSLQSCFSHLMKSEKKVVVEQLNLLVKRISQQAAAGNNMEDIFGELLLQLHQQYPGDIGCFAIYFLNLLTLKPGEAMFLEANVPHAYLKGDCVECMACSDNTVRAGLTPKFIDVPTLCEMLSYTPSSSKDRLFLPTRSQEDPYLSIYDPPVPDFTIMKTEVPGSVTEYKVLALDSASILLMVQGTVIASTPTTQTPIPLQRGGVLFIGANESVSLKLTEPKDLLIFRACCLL
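assay system = human phosphomannose isomerase with PGI, G6PDH, diaphorase coupling enzymes | quantity = 15 ng/mL PMI | incubation = enzyme reaction with compound 20 min at room temperature | medium = HEPES pH 7.4 buffer with MgCl2 and Tween-20 | compound dosing = one concentration, 20 µM, in 1% DMSO | measured by = Diaphorase-driven resazurin-to-resorufin fluorescence, excitation 544, emission 590 nm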
Diaph act CS – diaphorase activation or chemical reduction counter-screen. Diaphorase/resazurin coupled assay, resorufin fluorescence, 16 min; hits give high values; 1 = vehicle wells, 0 = NADH-free wells. activation factor at 20 µM. 0.005% of 190,000 active;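 active = diaphorase activity raised at least twofold by the compound at 20 µM; inactive = activation factor below 2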
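Material: purified diaphorase enzyme from Clostridium kluyveri / Medium: HEPES pH 7.4 buffer with MgCl2 and Tween 20 / Schedule: enzyme reaction of 16 min at room temperature / Measured by: resorufin fluorescence, excitation 544 nm, emission 590 nm / Evaluation: rise in resorufin formation, marking diaphorase activation or chemical reduction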
PMI act – increases human mannose-6-phosphate isomerase activity. P34949. purified human PMI, coupled resazurin fluorescence, 20 min; hits give high values; 1 = vehicle control, 0 substrate-free wells. activation factor at 20 µM. 0.005% of 190,000 active. AID 1214;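 active = activation factor of 2 or more at 20 µM, relative to plate controls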
Diaph inh CS – inhibits diaphorase or chemically oxidizes, flagging diaphorase assay artifacts | diaphorase resazurin-to-resorufin fluorescence, NADH, 16 min; bacterial (C. kluyveri) enzyme, not human | inhibition, % at 20 µM | 0.69% of 190,000 active | AID 1217;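 active = primary screen inhibition at 20 µM above a set limit, cut at about 50% in these data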;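 also: plate controls were DMSO with full reaction for no effect and wells lacking NADH for full effect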
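Test system: Clostridium kluyveri diaphorase enzyme / Quantity: diaphorase at 0.14 U/mL in enzyme working solution / Incubation: 16-min room-temperature incubation before reading / Benchmarks: NADH-free wells as positive control, DMSO-only neutral wells / Signal: resorufin fluorescence 544/590 nm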
L major viab – reduces viability of Leishmania major promastigotes. inhibition, % at 10 µM. 9% of 200,000 active. resazurin fluorescence viability; in the data active = inhibition above about 50%;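 also: promastigotes grown with compound for 44 hours at 28 °C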
bIAP act – intestinal alkaline phosphatase (bovine) activation. purified bovine IAP, CDP-star luminescence, 30 min; hits give high values; fold of DMSO-control signal, blank-subtracted. activation factor at 20 µM. 0.17% of 200,000 active;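 active = activation factor of 2 or more at 20 µM, a signal rise over negative controls twice the positive control's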
TNAP act hi DEA – increases human TNAP activity under high phosphate acceptor concentration; P05186; purified TNAP, CDP-star luminescence, 1 M DEA, 30 min; hits give high values; 0 = EDTA background, 1 = DMSO-only activity; activation factor at 20 µM; 200,000 tested, under 10 active; AID 1136;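 active = activation factor at least 2 at 20 µM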
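Dosing: 20 µM single point. System: human TNAP. Amount: TNAP 1/800 final. Incubation: 30 min, room temperature. Read-out: TNAP activation factor scaled between EDTA and DMSO control wells. Signal: luminescence from CDP-star hydrolysis. Medium: 1 M DEA, pH 9.8, Mg2+, Zn2+. Control set: EDTA negative control, DMSO positive control.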
* hit, by the source's call; · = no result given. Compounds as they come; any-hit rate near 10%.

SMILES	TNAP inh hi DEA	TNAP inh no acc	bIAP inh	PMI act hi M6P	Diaph act CS	PMI act	Diaph inh CS	L major viab	bIAP act	TNAP act hi DEA
Cc1cc(C(=O)COc2ccc(F)cc2Br)c(C)n1C	-4	-4	-27	0.9	0.9	0.9	6	3	1.3	1
O=C(O)C1C2CCC(O2)C1C(=O)Nc1cccc(F)c1 (stereo unspecified)	-3	-5	3	1	1	1.1	3	-8	1	1
CC1=C(C(=O)OCc2ccccc2)C(c2ccccn2)c2c(n(C)c(=O)n(C)c2=O)N1 (stereo unspecified)	-4	-12	-7	1.1	0.9	1.1	5	7	1.1	1
O=C(Nc1nc(-c2ccccc2)c(-c2ccccc2)s1)c1ccc(S(=O)(=O)N2CCCC2)cc1	3	-5	0	1.2	0.8	0.9	19	98*	1	1
Cc1cc(C)c2nc(-c3cccnc3)cc(C(=O)Nc3ccc(S(=O)(=O)Nc4onc(C)c4C)cc3)c2c1	-6	-9	8	0.9	0.8	1	24	-3	0.9	1.1
Cc1cccc(Nc2ccccc2C(=O)OCC(=O)N(C)C2CCS(=O)(=O)C2)c1C (stereo unspecified)	0	6	-4	0.9	0.8	1	21	-1	1	1
Cc1ccc(C2(C)NC(=O)N(CC(=O)NC(=O)NCCC(C)C)C2=O)cc1 (stereo unspecified)	-6	18	-2	1.1	1.1	1.1	-15	41	1	1.1
CCN(C(=O)COC(=O)c1ccc(COc2ccc3c(C)cc(=O)oc3c2)cc1)C1CCS(=O)(=O)C1 (stereo unspecified)	-4	-16	3	1	1	1	1	-10	1	1
CCCNC(=O)c1cc2nc(-c3ccccc3)cc(C(F)(F)F)n2n1	5	-4	-6	1	1	1.1	5	-2	1.1	1
O=C(O)c1ccc(N=NN2CCCC2)cc1	-4	-4	2	1.1	0.9	1.3	6	-11	1	1
N#C/C(=C(/O)c1ccccc1F)c1nc2cc(C(F)(F)F)ccc2s1	-1	-7	9	0.8	0.9	1.1	11	-2	0.9	1
Nc1ncnc2c1CCC2	-3	-8	8	1	0.9	1	11	-1	0.9	1
COc1ccccc1/C=C/C(=O)NCCC1=CCCCC1	2	0	15	0.9	0.8	0.8	21	28	0.9	1
COc1ccccc1NC(=O)N1CCN(c2cccc(C(F)(F)F)c2)CC1	4	-6	0	0.9	0.9	0.9	10	-1	1	1
CC(C)(C)NCC(O)COc1ccccc1C(C)(C)C (stereo unspecified)	-8	-9	8	1	0.8	1	17	8	0.9	1.1
O=C(Nc1cc2c3c(c1)C1CCCC1CN3CC1CCCC21)c1ccccc1 (stereo unspecified)	-6	-10	6	1.2	0.8	1.1	24	97*	0.9	1.1
O=C1CCC([N+](=O)[O-])C(c2cccc(Cl)c2Cl)N1 (stereo unspecified)	-6	-2	5	1	1	1	-5	-1	1	1.1
O=C(O)CSCc1ccc(Cl)cc1	1	-11	8	0.9	0.9	0.9	6	-4	0.9	1
Cc1ccc(C(=O)NC(=S)Nc2cc(-c3nc4ccccc4s3)ccc2C)cc1	0	-2	12	0.9	0.9	0.9	5	-6	0.9	1
Cc1ccc(C(=O)OCC(=O)Nc2ccc(N(C)C)cc2)cc1NC(=O)c1ccco1	-2	-7	-5	0.9	0.9	0.8	14	45	1.1	1

Part of the list above in order of number of heavy atoms, highest first.
SMILES	TNAP inh hi DEA	TNAP inh no acc	bIAP inh	PMI act hi M6P	Diaph act CS	PMI act	Diaph inh CS	L major viab	bIAP act	TNAP act hi DEA
O=C(Nc1nc(-c2ccccc2)c(-c2ccccc2)s1)c1ccc(S(=O)(=O)N2CCCC2)cc1	3	-5	0	1.2	0.8	0.9	19	98*	1	1
CC1=C(C(=O)OCc2ccccc2)C(c2ccccn2)c2c(n(C)c(=O)n(C)c2=O)N1 (stereo unspecified)	-4	-12	-7	1.1	0.9	1.1	5	7	1.1	1
COc1ccccc1NC(=O)N1CCN(c2cccc(C(F)(F)F)c2)CC1	4	-6	0	0.9	0.9	0.9	10	-1	1	1
Nc1ncnc2c1CCC2	-3	-8	8	1	0.9	1	11	-1	0.9	1

More entries
SMILES	TNAP inh hi DEA	TNAP inh no acc	bIAP inh	PMI act hi M6P	Diaph act CS	PMI act	Diaph inh CS	L major viab	bIAP act	TNAP act hi DEA
CCN(CC)S(=O)(=O)c1cc(C(=O)OCC(=O)Nc2ccc(-c3nc4ccc(C)cc4s3)cc2)ccc1F	0	-5	1	1.1	1	1.1	1	-7	1	1
CCc1c(-c2n[nH]c(=S)n2Cc2ccccc2)csc1C	-2	-1	16	0.8	0.8	0.8	25	-7	0.8	1
CN(C)CC(O)COc1ccc(-c2ccc(C#N)cc2)cc1 (stereo unspecified)	-7	-12	15	1	0.9	1	8	98*	0.8	1.1
O=C(C1CCN(S(=O)(=O)c2cccnc2)CC1)N1CCN(c2ccccc2Cl)CC1	-8	-13	3	1	0.8	0.9	16	0	1	1.1
COc1ccc(OCC(=O)O/N=C(\N)Cc2ccc(Cl)cc2)cc1	-3	-13	6	1	1	1	0	-9	0.9	1
FC(F)(F)COc1nc(OCC(F)(F)F)nc(N2CCN(c3ccccc3)CC2)n1	-2	-8	1	0.9	0.8	0.9	20	8	1	1
O=C(CSc1nnc(CN2CCOCC2)n1-c1ccccc1)N1CCc2ccccc21	-5	-15	-3	1	0.8	0.9	15	-1	1	1.1
Cc1ccc2cc(CN(CC3CCCO3)S(=O)(=O)c3c(C)ccc4nsnc34)c(=O)[nH]c2c1 (stereo unspecified)	-5	-5	3	0.9	0.8	0.9	19	36	1	1
Cc1cc(Br)c(S(=O)(=O)NCCN2CCOCC2)cc1C	-6	-17	9	1.1	0.9	1	8	1	0.9	1.1
CC(C(=O)NC(C)(C)C)N(C(=O)CS(=O)CC(=O)Nc1ccc(F)cc1)c1ccccc1F (stereo unspecified)	-7	-1	4	1	1.1	1.1	-8	0	1	1.1
NC(=O)c1ccc(CN2CCC(Cc3ccccc3)CC2)cc1	-6	-10	6	1.1	1	1	1	87*	0.9	1.1
CCOC(=O)C1=C(N)OC2=C(C(=O)CC(C)(C)C2)C1c1ccc(CC)s1 (stereo unspecified)	-2	-8	18	1	0.8	1	22	20	0.8	1
COCCCn1cc(C(=O)c2ccccc2OCC(=O)Nc2cccc(F)c2)cc(C#N)c1=O	-2	-7	3	1	1	1.1	-2	6	1	1
CCc1c(C)sc(NC(=O)c2cc(CC(C)C)on2)c1C#N	-4	2	10	1	0.9	1	11	-8	0.9	1
Cc1ccnc(N2CCC(C(=O)Nc3ccc4c(c3)CCC4)CC2)n1	-8	-8	-3	0.9	0.8	0.9	17	-5	1	1.1
Cn1c(SCc2n[nH]c(=S)n2-c2ccccc2)nnc1-c1ccccc1	-5	0	2	1	0.8	1	16	4	1	1
CCC(=O)N1CCc2cc(Br)cc(S(=O)(=O)CCC(=O)NCCc3ccccc3)c21	-2	-14	-7	1.1	1	1	2	0	1.1	1
Nc1cccc([N+](=O)[O-])c1	-3	-7	2	1	1	1	1	3	1	1
CCOCCCNc1nc2c([nH]1)c(=O)n(C)c(=O)n2C	3	-6	3	1	1	0.9	5	7	1	1
NC(=O)CSc1nnc(-c2ccncc2)o1	-5	-4	-15	1.1	1	1	1	-5	1.1	1.1
Cc1oc(-c2ccoc2)nc1CN(CC1CCC(=O)N1)C(C)C (stereo unspecified)	-6	-12	13	1	0.9	1	8	-7	0.9	1.1
O=C(Nc1ccncc1)c1ccc(NS(=O)(=O)c2cccc(F)c2)cc1	-5	-8	-16	1	0.9	1	9	0	1.2	1
CC(Sc1nc2cc(Cl)ccc2s1)C(=O)Nc1ccc2c(c1)OCO2 (stereo unspecified)	-2	-10	7	0.8	0.6	0.8	43	3	0.9	1
CS(=O)(=O)Nc1ccc(C2=NN(S(C)(=O)=O)C(c3ccc4c(c3)OCO4)C2)cc1 (stereo unspecified)	-6	-20	-7	0.9	0.8	0.9	20	-4	1.1	1.1
Cc1ccc(OCC(=O)NCc2ccco2)c([N+](=O)[O-])n1	0	-4	-7	1	1	1	2	-9	1.1	1
Cc1ccc(-n2c3c(cc(C(=O)NCCCN4CCOCC4)c2=O)C(=O)CC(C)(C)C3)cc1	-1	-6	-5	1	1	0.9	0	·	1.1	1
Cc1ccc(/C=C/S(=O)(=O)Nc2ccc(C)cc2)cc1	-4	-12	0	0.9	0.8	0.9	17	-2	1	1
CCOc1ccc(N2C(=O)C(CC(=O)Nc3ccccc3)N(Cc3ccccn3)C2=S)cc1 (stereo unspecified)	0	-8	0	1	0.9	1	13	23	1	1
Cc1ccc(C(=O)NCCNC(=O)CN2CCCC2)cc1	-5	-1	14	1	1	1.1	3	0	0.9	1.1
O=C(C[n+]1ccc(C(=O)NCc2ccccc2)cc1)c1ccc(OC(F)F)cc1	3	3	23	1.1	1	1.2	-5	-4	0.8	1
O=C1/C(=C/c2ccc(Cl)cc2)NC(=S)N1Cc1cccnc1	4	1	-2	1	0.9	1	6	84*	1	1
CCOC(=O)Cn1c(CN2CCOCC2)nc2c1c(=O)[nH]c(=O)n2C	-5	-9	13	0.6	1	1	3	-3	0.9	1
COc1ccc2cc3cc(C(=O)NCCN4CCc5ccccc5C4)oc3nc2c1	4	0	1	1	1	1	4	99*	1	1
CC(C)N1CC(O)=C(c2nc3ccccc3[nH]2)C1=N	-8	-39	-122	1	1	1	4	8	2.2*	1.1
COc1ccc2nc(SCC(N)=O)[nH]c2c1	-3	-4	2	0.9	0.8	0.9	15	-2	1	1
CCC(C)NC(=S)Nc1ccc(C(=O)OC)cc1 (stereo unspecified)	-2	-2	11	1	0.9	0.9	9	8	0.9	1
Cc1csc(NC(=O)Nc2cccc(Cl)c2)n1	0	-7	-123	1	0.9	1	7	8	2.2*	1
Cc1cc(NC(=O)CSc2nc(C(C)C)nc3c2c(=O)n(C)c(=O)n3C)no1	2	-3	8	0.9	0.9	0.9	6	-1	0.9	1
C=CCSc1nc2[nH]ncc2c(=O)[nH]1	-5	-12	-11	1	0.9	1	10	-9	1.1	1
COc1ccc(C[C@H]2CN3C(=NC[C@@H]3Cc3ccc(O)cc3)N2CCNC(=O)c2ccc(C)c(Br)c2)cc1	-11	-26	-21	0.9	1.1	0.9	-14	21	1.2	1.1
O=c1ccc(/C=C/c2ccccc2)nn1Cc1ccccc1Cl	-1	-5	9	1	0.9	0.9	10	-5	0.9	1
